High-throughput results: PubChem BioAssay, National Center for Advancing Translational Sciences (NCATS)
ELG1 genotoxic – induces genotoxicity in HEK293T cells with luciferase-tagged ELG1. hit rate 1.3% among 330,000. Potency, µM (top dose mostly 46 µM), for inactives: at the top dose activity change, positive = activation, hits mostly activators. HEK293T ELG1-luciferase reporter, luminescence, 16 h; note: potency is the fitted concentration of half-maximal effect; % of control where 0% means no effect; nearly all actives have a fitted effect of over 60% in size
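ELG1-luciferase HEK293T cells, 2,000/well; compound pinned in; 16 hr, 37 °C, 5% CO2; ONE-Glo, 30 min RT; luminescence on CCD imager.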
KCNH2 3.1 block – KCNH2 3.1 (human) potassium channel inhibition | U2OS KCNH2 3.1, thallium flux FluxOr; hits give low values | activity change, % (tested at about 1.8 µM) | hit rate 0.95% among 340,000;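 active = maximum activity change below -70%; inconclusive = maximum activity change from -70% to -50%; inactive = maximum activity change above -50%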;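 note: thallium influx rate constant from kinetic fluorescence after stimulation buffer; % is set by controls: 0 for no effect and ±100 for the full control effect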
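Kinetic fluorescence (2 min after stimulation buffer) measures Tl+ influx through KCNH2 3.1 expressed by viral transduction in U2OS cells; the rate constant is normalized against DMSO controls serving as positive and negative references.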
NPC1 prom act – activates the NPC1 promoter. hit rate 2.4% among 320,000. Potency, µM (doses to about 9.22 µM), for inactives: at the highest dose activation, hits mostly activators. Huh7 NPC1 promoter luciferase reporter, 24 h;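 note: potency is the fitted concentration of half-maximal effect; % of control where 0% means no effect; nearly all actives have a fitted effect of over 60% in size; reporter is driven by a mutant NPC1 promoter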
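Stable NPC1-promoter luciferase Huh7 line; cpd (DMSO) 24 h, 37 °C, 5% CO2; Amplite luciferase reagent 10 min RT; luminescence readout. qHTS format.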
RORgamma inh – blocks mouse ROR gamma transcriptional activity; Drosophila S2 Gal4-RORgamma UAS-luciferase reporter, 20 h; Potency, µM (doses to about 53.6 µM), without a hit: at the top dose activity change, negative = inhibition, most hits filed as inhibitors; hit rate 5.4% among 310,000; AID 2551; note: potency is the fitted concentration of half-maximal effect; % is set by controls: 0 for no effect and ±100 for the full control effect; nearly all actives have a fitted effect of over 60% in size
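Drosophila S2 cells stably expressing Gal4-DBD/mouse RORγ fusion under metallothionein promoter plus UAS-luciferase; compound 1 h, then 700 uM CuSO4 induction for 20 h at ambient temperature; inhibition read as reduced luminescence.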
Giardia killer – Giardia lamblia killing | activity change, % at 7.66 µM, hits read low | hit rate 0.15% among 340,000 | Giardia lamblia trophozoite viability | AID 540267; in the data active = activity change below about -80%; inconclusive = between about -30% and that limit;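 note: parasites exposed to compound for two days anaerobically before the ATP read; % is set by controls: 0 for no effect and ±100 for the full control effect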
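Luminescence from cellular ATP indicates surviving trophozoites (100 cells/well) following 48 hrs anaerobic compound treatment at 37 deg C; signal develops 15-30 min at room temperature.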
Tb PFK block – blocks T. brucei phosphofructokinase; T. brucei PFK, ADP-Glo luminescence; O15648; Potency, µM (titrated, usually from 57.5 µM), for the others: top-dose activity, negative = inhibition, hits mostly inhibitors; hit rate 0.17% among 330,000; AID 485367;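 note: potency is the fitted concentration of half-maximal effect; 0% = uninhibited 1x PFK enzyme wells and -100% = no-enzyme wells; nearly all actives have a fitted effect of over 60% in size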
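Activity is normalized to no-enzyme wells (full inhibition) and 1.25 nM enzyme wells (no inhibition). Reaction: 0.5 mM F6P, 0.1 mM ATP, 45 min RT, ADP-Glo luminescence; concentration-response curves fitted and classed by quality.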
Coupling enz – coupling enzyme interference in Giardia aldolase counter-screen. coupling enzyme system counterscreen, AmpLite Red fluorescence. hit rate 0.67% among 290,000. AID 2472. activity change, negative = inhibition, % at 58.2 µM, hits read low; in the data active = activity change below about -30%; note: % is set by controls: 0 for no effect and ±100 for the full control effect
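Counterscreen of the coupled detection system alone, without aldolase: glyceraldehyde-3-phosphate coupling enzymes plus AmpLite Red readout. Compounds at 57.5 uM final, 10 min RT preincubation, 20 min RT reaction, fluorescence 525/598 nm.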
FLuc modulator – counter-screen for miR-21 project: firefly luciferase inhibitors or activators | purified FLuc, Km substrates, luminescence inhibition | hit rate 6.9% among 360,000 | Potency, µM (doses to about 57.5 µM), for inactives: at the highest dose activity change, negative = inhibition, most hits filed as inhibitors | P08659;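 note: potency is the fitted concentration of half-maximal effect; plate controls were vehicle for no effect and reference inhibitor for full effect; nearly all actives have a fitted effect of over 55% in size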
Target sequence (P08659 whole entry, looked up): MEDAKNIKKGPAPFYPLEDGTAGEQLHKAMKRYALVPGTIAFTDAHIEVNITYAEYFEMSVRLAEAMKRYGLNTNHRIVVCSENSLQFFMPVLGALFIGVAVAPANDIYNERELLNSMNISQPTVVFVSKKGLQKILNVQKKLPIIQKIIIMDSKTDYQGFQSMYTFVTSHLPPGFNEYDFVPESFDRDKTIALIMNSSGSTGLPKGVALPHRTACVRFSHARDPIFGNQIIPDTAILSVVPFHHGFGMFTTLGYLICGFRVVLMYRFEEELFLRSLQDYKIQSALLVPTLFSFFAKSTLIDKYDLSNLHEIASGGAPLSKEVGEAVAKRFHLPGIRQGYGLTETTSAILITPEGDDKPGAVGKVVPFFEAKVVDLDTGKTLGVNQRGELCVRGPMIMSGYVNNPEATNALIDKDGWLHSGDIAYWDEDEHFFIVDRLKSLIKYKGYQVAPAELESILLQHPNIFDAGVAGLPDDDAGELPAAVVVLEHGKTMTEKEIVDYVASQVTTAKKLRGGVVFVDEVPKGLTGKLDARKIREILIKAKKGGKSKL
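Purified P. pyralis luciferase, 10 nM final, with Km-level 10 uM D-luciferin and 10 uM ATP in 50 mM Tris acetate pH 7.5, 10 mM Mg acetate, 0.01% Tween-20, 0.05% BSA; 6-point qHTS titration about 60 µM downward; luminescence read.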
uPA generation – blocks generation of uPA at the cell surface; cell surface uPA generation assay, qHTS; Potency, µM (titrated, usually from 38.3 µM), inactives show top-dose activity change, negative = inhibition, most hits filed as inhibitors; hit rate 0.31% among 330,000; AID 540303; active = well fitted inhibition curve with a large enough effect; inconclusive = small, poorly fitted or top-dose-only effect; inactive = no such curve, though single readings can be large or run the other way; tested in mouse RAW 264.7 cells; note: potency is the fitted concentration of half-maximal effect; % is set by controls: 0 for no effect and ±100 for the full control effect; nearly all actives have a fitted effect of over 55% in size
VP16 counter – inhibits Gal4-VP16 luciferase reporter, ROR gamma counter-screen. Drosophila S2 Gal4-VP16 UAS-luciferase, luminescence, 20 h. Potency, µM (titrated, usually from 53.6 µM), inactives show top-dose activity, negative = inhibition, usual class: inhibitors. hit rate 3.5% among 310,000. AID 2546;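 note: Gal4-VP16 expression switched on by copper sulfate through the metallothionein promoter; potency is the fitted concentration of half-maximal effect; % is set by controls: 0 for no effect and ±100 for the full control effect; nearly all actives have a fitted effect of over 50% in size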
Rab9 prom act – Rab9 promoter activation | hit rate 2.8% among 320,000 | Huh7 Rab9 promoter-luciferase reporter, luminescence, 24 h | Potency, µM (doses to about 9.22 µM), for inactives: at the highest dose activation, negative = inhibition, usual class: activators; note: potency is the fitted concentration of half-maximal effect; % of control where 0% means no effect; nearly all actives have a fitted effect of over 60% in size
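Rab9 promoter-driven luciferase in stably transfected Huh7 cells; 1500 cells/well rested 2 h, exposed to compound in DMSO for 24 h at 37 °C, 5% CO2. Luminescence read 10 min after adding luciferase reagent at ambient temperature.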
Starred values were filed as active, the others as inactive; ? = inconclusive; / = no result given; [ ] = dose if it differs, or a comment. Unless noted, calls come from the whole dose curve; as a rule, active = well fitted curve in the direction sought with a large enough effect; inconclusive = small, poorly fitted or top-dose-only effect, or another doubt; inactive = no such curve, though single readings can be large; an effect the other way counts as inactive or inconclusive.

SMILES,ELG1 genotoxic,KCNH2 3.1 block,NPC1 prom act,RORgamma inh,Giardia killer,Tb PFK block,Coupling enz,FLuc modulator,uPA generation,VP16 counter,Rab9 prom act
CC(C)NC(=O)CSc1nnc(-c2ccc(C(C)(C)C)cc2)n1C,1%,0,-3%,162%,-4,2%,-1,?,-9%,?,-2%
COc1ccc(C(=O)N/C(=C\c2ccco2)C(=O)NCCCn2ccnc2)cc1,1%,-27,0%,-1%,-1,-4%,0,5%,0%,-10%,-7%
CN(C)c1nc(NCc2ccccc2)nc(N/N=C/c2ccccc2F)n1,-11%,/,-2%,2.8µM*,/,1%,-1,-6%,/,6.3µM*,0%
CCOC(=O)N1CCN(c2nc(C)cc(C(F)(F)F)n2)CC1,-1%,-8,-3%,8%,4,5%,-1,-1%,0%,1%,4%
COc1ccccc1C(=O)NN1C(=O)C2C3C=CC(O3)C2C1=O (stereo not given),0%,19,3%,24%,-25,23%,0,-1%,7%,3%,-4%
O=C(NCc1ccc(Cl)cc1)c1ccc(-n2cccn2)nc1,2%,-8,-3%,6%,-3,-7%,0,-2%,-2%,4%,-1%
CCC(C)[C@H](NC(=O)N1c2ccccc2NC(=O)[C@@H]1C(C)C)C(=O)N[C@@H](Cc1ccccc1)C(=O)O (stereo not given in full),-3%,-6,-2%,-4%,-4,0%,5,2%,3%,0%,-3%
CCCCN(CCCC)CP(=O)(c1ccccc1)c1ccccc1,-2%,3,-5%,1%,-15,-2%,1,9%,11%,-7%,1%
O=C(CN1CCN(S(=O)(=O)c2ccc(Br)cc2)CC1)Nc1ccccc1F,-3%,-35,0%,35%,-11,15%,-1,5%,4%,2%,-1%
COCCN1C(=O)N(c2cccc(C)c2)C(=O)C1CC(=O)Nc1ccc(F)cc1 (stereo not given),1%,-23,0%,-5%,-20,-2%,0,3%[2.3 µM],7%,12%,8%
Cc1cc(=O)oc2c1c(C)nn2-c1ccc(Br)cc1,0%,4,-1%,21%,8,2%,4,?,-3%,-4%,6%
CSCC(=O)N1CCCC(CO)(CCCc2ccccc2)C1 (stereo not given),-2%,3,0%,-4%,1,-1%,3,-6%,0%,17%,3%
CCC1(c2ccc(F)cc2)NC(=O)N(CC(=O)Nc2ccc3c(c2)OCCO3)C1=O (stereo not given),0%,-40,/,/,1,9%,/,/,21%,/,/
CN1CCN(c2ccc(S(=O)(=O)N3CCCCC3)cc2NC(=O)c2cccc([N+](=O)[O-])c2)CC1,-2%,-45,-3%,-1%,0,7%,-5,-1%,?,-6%,-4%
Cn1nnnc1Sc1ncnc2scc(-c3ccc[nH]3)c12,-7%,/,-4%,/,13,-5%,/,-2%,?,/,2%
NNC(=O)c1n[nH]c2c1CC(C1CCCCC1)CC2 (stereo not given),0%,/,0%,/,-30,7%,/,?,-4%,/,1%
Cc1ccc(CS(=O)(=O)c2ncc(Cl)c(C(=O)Nc3nnc(C(C)C)s3)n2)cc1,-20%,30,-40%[inhibitor],?,-2,-6%,10,-9%,-2%,7.1µM*,-60%[inhibitor]
O=C(COCc1cc(-c2ccc3c(c2)OCO3)on1)N1CCCCC1,?,16,?,?,27,1%,/,19µM*,-7%,-29%,?
COc1cc(-c2noc(C)c2/C=C/c2ccc(OC(C)=O)cc2)cc(OC)c1OC,?,-3,-12%,-21%,0,1%,2,-2%,?,2%,-15%
Cc1cccn2cc(CCNS(=O)(=O)c3cccc([N+](=O)[O-])c3)nc12,0%,5,-1%,21%,-1,-2%,1,-1%,-3%,-10%,10%
CCOC(=O)c1cc(-c2cccs2)nc2onc(C)c12,2%,5,0%,-12%,-11,2%,4,1%,-1%,5%,0%
CC(C)(C)Nc1nc2ccc([N+](=O)[O-])cc2o1,-6%,7,10%,1%,-18,0%,-2,-5%,5%,-11%,12%
CCC(=O)N1CCCc2cc(S(=O)(=O)N3CCN(c4ncccn4)CC3)ccc21,-5%,-4,0%,0%,-11,3%,-1,2%,3%,-4%,1%

Entries from the list above with fluorine (5):
SMILES,ELG1 genotoxic,KCNH2 3.1 block,NPC1 prom act,RORgamma inh,Giardia killer,Tb PFK block,Coupling enz,FLuc modulator,uPA generation,VP16 counter,Rab9 prom act
CN(C)c1nc(NCc2ccccc2)nc(N/N=C/c2ccccc2F)n1,-11%,/,-2%,2.8µM*,/,1%,-1,-6%,/,6.3µM*,0%
CCOC(=O)N1CCN(c2nc(C)cc(C(F)(F)F)n2)CC1,-1%,-8,-3%,8%,4,5%,-1,-1%,0%,1%,4%
O=C(CN1CCN(S(=O)(=O)c2ccc(Br)cc2)CC1)Nc1ccccc1F,-3%,-35,0%,35%,-11,15%,-1,5%,4%,2%,-1%
COCCN1C(=O)N(c2cccc(C)c2)C(=O)C1CC(=O)Nc1ccc(F)cc1 (stereo not given),1%,-23,0%,-5%,-20,-2%,0,3%[2.3 µM],7%,12%,8%
CCC1(c2ccc(F)cc2)NC(=O)N(CC(=O)Nc2ccc3c(c2)OCCO3)C1=O (stereo not given),0%,-40,/,/,1,9%,/,/,21%,/,/

No enrichment for hits; any-hit rate near 14%.
